Siah-1 displacement: blockers of Siah-1 interaction with plectin peptide – biochemical, fluorescence polarization, rhodamine-plectin, uHTS, primary screen (AID 1817). Siah-1 / rhodamine-plectin peptide fluorescence polarization; higher % means a stronger effect. displacement, % at 20 µM, or IC50 in µM where a hit was titrated. 0.02% of 290,000 active;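 active means displacement of at least 50% at 20 µM, with a fluorescence ratio check between 0.3 and a set limit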;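 further: plate controls were Siah plus tracer with DMSO for no effect and tracer alone without Siah for full effect; strong numbers were not always called active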
P. falciparum M17LAP: P. falciparum M17LAP inhibitors, primary screen, biochemical, fluorogenic H-Leu-NHMec substrate, 1536-well (AID 1619). recombinant M17LAP, H-Leu-NHMec fluorogenic kinetic assay; higher % means a stronger effect. inhibition, % at 30 µM; hits with a dose series show IC50 in µM. 0.38% of 220,000 active;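 active means compound inhibiting the enzyme by more than half at any dose during confirmatory dose-response retesting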;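 further: plate controls were full reaction with DMSO carrier for no effect and no enzyme background for full effect; strong numbers were not always called active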
CSM14.1 death rescue: protection against thapsigargin-triggered cell killing – 384-well, CSM14.1, ATP luminescence, primary screen (AID 1222); CSM14.1 thapsigargin-induced death rescue, ATP luminescence; higher % means a stronger effect; one-dose cellular ATP content (survival), % at 20 µM; EC50 in µM for titrated hits; 190,000 tested, under 10 active;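 active means EC50 below 50 µM in the dose-response confirmation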;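 further: death triggered by thapsigargin at about 15 µM added after 2 h compound pretreatment; cell ATP read after overnight thapsigargin exposure of roughly 18 to 22 hours; normalized against plate controls of thapsigargin alone and 5% DMSO vehicle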
XIAP antagonists: small molecules displacing peptide from XIAP – biochemical, IAP family, fluorescence polarization (AID 1018). displacement, % at 20 µM, or IC50 in µM where a hit was titrated. 0.007% of 200,000 active. XIAP BIR domain, fluorescence polarization peptide displacement; higher % means a stronger effect; in the data active means displacement above about 50%; further: a part of the inactive calls stands beside numbers as strong as those of hits
HEK293 NOD2/NF-kB: NOD2 signaling inhibitors, cell-based, luminescence, uHTS, HEK293 (AID 1566); 0.63% of 290,000 active; inhibition, % at 4 µM; hits with a dose series show EC50 in µM; HEK293 NOD2/NF-kB luciferase reporter, luminescence; higher % means a stronger effect; further: many of its hits are not listed in these tables
AID2073: inhibitors of Mint1-CaV2.2 protein interaction, biochemical, HTRF (AID 2073); HTRF protein-protein interaction, Mint1-CaV2.2; higher % means a stronger effect; one-dose inhibition, % at 20 µM; IC50 in µM for titrated hits; 0.19% of 290,000 active; in the data active means inhibition mostly above about 51%, no sharp cut-off; further: some results filed as inactive read as strong as hits
P. falciparum M1AAP: malaria alanyl aminopeptidase activity blockers – biochemical, fluorogenic H-Leu-NHMec substrate, 1536-well (AID 1445); recombinant M1AAP, H-Leu-NHMec fluorogenic kinetic assay; higher % means a stronger effect; inhibition, % at 30 µM; hits with a dose series show IC50 in µM; 0.42% of 220,000 active;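 active means primary inhibition above the hit cutoff, then over 50% inhibition at one or more dose response concentrations, cut at about 23% in these data, passing the limit was not always enough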;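 further: plate controls were DMSO full reaction for no effect and no enzyme background for full effect; strong numbers were not always called active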
Lipid droplet: hepatic lipid droplet formation modulation | AML12 mouse hepatocytes, oleate lipid droplets, BODIPY imaging | inhibition, % at 6.5 µM | 0.4% of 240,000 active;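 active means lipid droplet intensity inhibited by at least 50%, with more than 500 cells counted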
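Material – mouse AML12 hepatocyte cell line, fixed after treatment · Compound dosing – one dose, 6.5 µM compound · Times – compound with oleate, overnight · Measured by – Image-based BODIPY and DAPI two-channel analysis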
LYP phosphatase: PTPN22 lymphoid phosphatase activity blockers – biochemical, fluorescence intensity, uHTS (AID 1779) | recombinant LYP phosphatase, fluorescence intensity; higher % means a stronger effect | inhibition, % at 11.5 µM; hits with a dose series show IC50 in µM | 0.054% of 290,000 active;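 further: plate controls were vehicle with enzyme for no effect and no enzyme for full effect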
Lipid droplet cells 6.5 µM: second read-out of Lipid droplet, no call of its own (marks repeat the call); cell count; measured here: cell count, cytotoxicity flag;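 cells counted across two imaged fields per well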
The depositor's hits bear a star; · = not tested or not shown. Unless noted, no stated cut-off is given here; in the data, active means inhibition above about 50%; inactive means the rest. The list is partial. The share of hits here may be higher or lower than overall.

no.	mol	Siah-1 displacement	P. falciparum M17LAP	CSM14.1 death rescue	XIAP antagonists	HEK293 NOD2/NF-kB	AID2073	P. falciparum M1AAP	Lipid droplet	Lipid droplet cells 6.5 µM	LYP phosphatase
1	O=C(OC(c1ccc(NS(=O)(=O)c2ccccc2)cc1)(C(F)(F)F)C(F)(F)F)c1ccccc1	2%	-12%	15%	0.6%	-7%	5%	-4%	11	635	1%
2	COc1ccc(N(CC(=O)Nc2ccccc2C(=O)O)S(=O)(=O)c2ccc(C)c([N+](=O)[O-])c2)cc1	-4%	2%	1.0%	-3.5%	13%	0%	6%	0	758	-4%
3	COc1cc(C(=O)NCCC(=O)NCCCN2CCCCC2C)cc(OC)c1OC (stereo unspecified)	0%	-1%	-1.0%	-3.7%	22%	4%	1%	·	·	0%
4	CC(=O)OC1CSC2c3ccccc3C(=O)N2Cc2sccc21 (stereo unspecified)	6%	-1%	1.1%	-7.8%	-7%	-3%	3%	3	740	-6%
5	CCc1nc2sc3c(c2c(=S)[nH]1)CC(C)(C)OC3	5%	·	·	·	-10%	-41%	·	2	815	-3%
6	COc1ccc(Cn2nnnc2C(c2cccs2)N2CCN(c3ccccc3)CC2)cc1 (stereo unspecified)	-1%	1%	-0.9%	-6.6%	-5%	-4%	-6%	·	·	-6%
7	CC(C)(C)C1CCC(=NOC(=O)c2ccc(F)cc2)CC1 (stereo unspecified)	-1%	4%	·	-5.7%	-15%	-3%	2%	37	714	9%
8	CCOc1ccc(/C=C/c2nc(C#N)c(NCCCOC)o2)cc1	6%	·	·	·	-3%	-1%	·	-10	833	5%
9	CC(C)Cn1c(/C=N/Nc2nc3ccccc3[nH]2)nc2ccccc21	-17%	-5%	-0.5%	-6.9%	0%	41%	-3%	-1	601	14%
10	CCc1cccc(NC(=O)C(NC(=O)C2CCCCC2)C(C)C)c1 (stereo unspecified)	20%	5%	-1.3%	-4.6%	3%	-4%	5%	-9	745	-5%

The last three records of the section before are carried over, then new ones follow.
no.	mol	Siah-1 displacement	P. falciparum M17LAP	CSM14.1 death rescue	XIAP antagonists	HEK293 NOD2/NF-kB	AID2073	P. falciparum M1AAP	Lipid droplet	Lipid droplet cells 6.5 µM	LYP phosphatase
8	CCOc1ccc(/C=C/c2nc(C#N)c(NCCCOC)o2)cc1	6%	·	·	·	-3%	-1%	·	-10	833	5%
9	CC(C)Cn1c(/C=N/Nc2nc3ccccc3[nH]2)nc2ccccc21	-17%	-5%	-0.5%	-6.9%	0%	41%	-3%	-1	601	14%
10	CCc1cccc(NC(=O)C(NC(=O)C2CCCCC2)C(C)C)c1 (stereo unspecified)	20%	5%	-1.3%	-4.6%	3%	-4%	5%	-9	745	-5%
11	CCCC1=C(C(=O)OCC)C(c2cc(Cl)cc(OC)c2OCc2ccccc2)NC(=O)N1 (stereo unspecified)	7%	4%	2.8%	-4.5%	0%	0%	4%	·	·	11%
12	Cc1cccc(/C=N/Nc2ccc3ccccc3n2)c1	6%	4%	-4.6%	-6.6%	10%	20%	18%	17	688	6%
13	COc1cc(OC)c(C2C(C(=O)O)c3ccccc3C(=O)N2C)cc1OC (stereo unspecified)	-3%	-9%	-1.2%	-3.0%	-9%	-6%	9%	·	·	-8%
14	CCOc1ccccc1NC(=O)CSC1=NN2CCCC(=O)N=C2S1	9%	·	·	·	23%	7%	·	-21	763	-6%
15	COC(=O)[C@H](Cc1ccccc1)NC(=O)N1CCC(C)CC1	-3%	14%	1.8%	-8.9%	-12%	37%	-1%	-2	707	-4%
16	COc1cccc(NC(=O)Nc2ccc3nsnc3c2)c1	0%	6%	-3.9%	-4.2%	-65%	4%	12%	2	721	1%
17	Brc1ccccc1OCCCCn1cnc2ccccc21	5%	11%	-0.2%	-4.3%	·	-2%	7%	·	·	-6%
18	O=C(CSc1nnc(CNC(=O)c2c(F)cccc2F)o1)NCc1ccccc1	6%	·	·	·	7%	2%	·	4	842	-7%
19	Cc1cc(C)cc(N(CCC#N)C(=O)COC(=O)c2ccccc2SCC(=O)N2CCCC2)c1	1%	·	·	·	11%	5%	·	-18	646	-1%
20	O=C(CN1CCN(Cc2ccccc2)CC1)N/N=C\C=C/c1ccco1	52%	22%	0.4%	-3.8%	14%	63%	12%	-24	468	-4%

21: CCCCCNC(=O)c1ccc2c(=O)n(CC3CCCO3)c(=S)[nH]c2c1 (stereo unspecified)
22: O=C(NC(=S)N1CCCCC1CO)C12CC3CC(CC(C3)C1)C2 (stereo unspecified)
23: O=C(NCCc1c[nH]c2ccccc12)/C(=C/c1cccnc1)NC(=O)c1ccccc1
24: CN1CCN(Cc2ccc(Sc3ccc(Cl)cc3)c([N+](=O)[O-])c2)CC1
25: COc1ccc(NC(=S)N2CCc3ccccc3C2)cc1
26: CN(C)CCCN(C(=O)/C=C/c1cccs1)c1nc2c(F)cccc2s1
27: COc1ccc(/C=N/NC(=O)c2ccc(CSc3nc(C)cc(C)n3)cc2)cc1O
28: CCCOc1ccc(N2C(=O)CC(N(CCc3ccc(OC)c(OC)c3)C(=O)c3ccccc3)C2=O)cc1 (stereo unspecified)
assay / compound	21	22	23	24	25	26	27	28
Siah-1 displacement	20%	-3%	-3%	-3%	9%	-2%	2%	0%
P. falciparum M17LAP	5%	1%	4%	-4%	-4%	7%	-5%	-1%
CSM14.1 death rescue	-1.1%	·	1.3%	·	-3.3%	·	-2.2%	·
XIAP antagonists	-9.5%	·	-2.4%	-8.2%	0.5%	-0.5%	-4.0%	·
HEK293 NOD2/NF-kB	11%	8%	10%	9%	-2%	-5%	12%	17%
AID2073	-37%	-36%	-14%	-11%	-20%	10%	9%	-2%
P. falciparum M1AAP	6%	-2%	2%	2%	3%	7%	3%	5%
Lipid droplet	-20	13	4	-3	15	-16	-3	-4
Lipid droplet cells 6.5 µM	781	755	678	693	650	655	496	679
LYP phosphatase	-8%	-5%	-10%	-6%	-2%	8%	-6%	0%

29: Cc1ccc(S(=O)(=O)Nc2c(C(=O)O)[nH]c3ccccc23)c(C)c1
30: COc1ccc(C(=O)Nc2ccc3nc(C)c(C)nc3c2)cc1
31: Cc1cccc(S(=O)(=O)Nc2ccc(-c3cn4ccccc4n3)cc2)c1
32: CC(C)(C)NC(=O)C(c1ccncc1)N(C(=O)CNC(=O)c1ccco1)c1ccc(F)cc1 (stereo unspecified)
33: COc1ccc2c(c1)CCc1sc(NC(=O)c3ccc(C)cc3)nc1-2
34: N#CCSC1=Nc2ccccc2C2=NC(CCC(=O)N3CCN(c4ccccc4)CC3)C(=O)N12 (stereo unspecified)
35: Cc1nn(-c2ccccc2)c2c1C1(C(=O)N(C(C)C)c3ccccc31)C(C#N)=C(N)O2 (stereo unspecified)
36: O=C(NCc1ccccc1Cl)C1CCN(C(=O)c2sccc2-n2cccc2)CC1
assay / compound	29	30	31	32	33	34	35	36
Siah-1 displacement	4%	0%	6%	4%	-2%	-4%	-1%	-1%
P. falciparum M17LAP	·	·	7%	·	-7%	-1%	-6%	5%
CSM14.1 death rescue	·	·	-0.4%	·	-0.6%	1.3%	-0.8%	2.5%
XIAP antagonists	·	·	-5.5%	·	-4.9%	0.0%	-6.4%	-10%
HEK293 NOD2/NF-kB	5%	-56%	11%	17%	17%	10%	10%	14%
AID2073	10%	7%	15%	14%	0%	9%	-5%	38%
P. falciparum M1AAP	·	·	11%	·	9%	7%	8%	8%
Lipid droplet	2	3	24	-3	·	-7	7	-26
Lipid droplet cells 6.5 µM	700	406	634	824	·	783	764	595
LYP phosphatase	-5%	0%	-6%	-5%	4%	-6%	2%	2%

37: O=C(NCc1ccc2c(c1)OCO2)c1ccc(S(=O)(=O)NCC2CCCO2)cc1 (stereo unspecified)
38: Cc1ccc(C)c(-n2c(SCC(N)=O)nnc2-c2ccccn2)c1
39: COc1ccc(-c2csc(NC(=O)c3ccc(N4C(=O)CCC4=O)cc3)n2)cc1OC
40: Cn1cccc1CC(=O)N/N=C/c1ccc([N+](=O)[O-])cc1
41: COc1ccc(-c2nn(-c3ccccc3C)cc2CNC(C)c2cn(C)nc2C)cc1F (stereo unspecified)
42: O=C(CCCOc1ccc(Cl)cc1Cl)NCCc1ccccn1
43: Cc1cccc(-c2cc(C(=O)Nc3ccncc3)c3ccccc3n2)c1
44: C=CCNc1sc(C(=O)c2ccc(Br)s2)c(N)c1C#N
assay / compound	37	38	39	40	41	42	43	44
Siah-1 displacement	1%	12%	-2%	16%	11%	-1%	3%	-3%
P. falciparum M17LAP	-1%	1%	5%	7%	3%	·	·	-3%
CSM14.1 death rescue	-3.2%	0.3%	-0.3%	·	0.0%	·	·	-5.1%
XIAP antagonists	6.3%	1.2%	-3.1%	·	-2.4%	·	·	0.9%
HEK293 NOD2/NF-kB	2%	1%	22%	2%	8%	20%	20%	2%
AID2073	-9%	-2%	25%	-20%	4%	14%	4%	18%
P. falciparum M1AAP	8%	-3%	1%	6%	1%	·	·	5%
Lipid droplet	0	·	0	-5	-6	1	0	12
Lipid droplet cells 6.5 µM	798	·	679	690	659	809	843	800
LYP phosphatase	-2%	-8%	0%	-3%	-11%	-5%	-2%	4%

Sorted by the number under P. falciparum M17LAP (highest first): some entries from above
| item | smiles | P. falciparum M17LAP |
| --- | --- | --- |
| 26 | CN(C)CCCN(C(=O)/C=C/c1cccs1)c1nc2c(F)cccc2s1 | 7% |
| 24 | CN1CCN(Cc2ccc(Sc3ccc(Cl)cc3)c([N+](=O)[O-])c2)CC1 | -4% |
| 1 | O=C(OC(c1ccc(NS(=O)(=O)c2ccccc2)cc1)(C(F)(F)F)C(F)(F)F)c1ccccc1 | -12% |

(listing goes on)
45: CC(C)(O)C#Cc1ccc(C(=O)N2CCN(c3ccc([N+](=O)[O-])cc3)CC2)cc1
46: Nc1c(-c2ccsc2)cnc2ncnn12
47: O=C(NCCc1ccc(F)cc1)Nc1ccc([N+](=O)[O-])cc1
48: CCCCc1nc2c(=O)[nH]c3ccccc3c2o1
49: Cc1ccc(OCCn2cnc3c(N)ncnc32)cc1
50: CCc1cc(C(=O)Nc2ccccc2)cs1
51: O=C(Cn1c(COc2ccccc2)nc2ccccc21)Nc1cc(Cl)ccc1Cl
52: COc1ccc(/C=C(/C#N)C(=O)Nc2cc(C)ccc2C)cc1C(=O)O
assay / compound	45	46	47	48	49	50	51	52
Siah-1 displacement	0%	2%	4%	-1%	1%	1%	1%	-4%
P. falciparum M17LAP	5%	-10%	·	-3%	4%	-3%	-1%	13%
CSM14.1 death rescue	1.9%	·	·	-0.6%	0.4%	-2.3%	-2.5%	-2.2%
XIAP antagonists	-2.6%	-2.6%	·	-3.3%	-2.4%	-1.6%	-7.5%	-5.7%
HEK293 NOD2/NF-kB	20%	-4%	-14%	-9%	13%	-78%	-26%	-11%
AID2073	-8%	26%	14%	0%	6%	-2%	28%	12%
P. falciparum M1AAP	8%	5%	·	2%	3%	3%	3%	13%
Lipid droplet	5	-1	5	·	·	1	0	·
Lipid droplet cells 6.5 µM	712	742	674	·	·	814	636	·
LYP phosphatase	2%	9%	-6%	-24%	-11%	-5%	1%	-5%

Screening data deposited in PubChem BioAssay by several laboratories.
